UHRF1 MBD2 ctr = UHRF1 methylated DNA binding inhibitors, primary screen, counter-screen for MBD2 inhibitor project, biochemical, TR-FRET, human UHRF1, single concentration. E3 ubiquitin-protein ligase UHRF1 (Homo sapiens), Q96T88. UHRF1 binding to methylated oligo. inhibition, % at 4.4 µM. 370,000 compounds, 0.75% hits; in the data active means inhibition above about 21%;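 further: UHRF1 SRA domain binding a hemimethylated CpG hairpin DNA probe; 0% = median of test compound wells and 100% = reference inhibitor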
TDP2 inh = human TDP2 enzyme inhibitors, primary screen, biochemical, epi absorbance, recombinant enzyme. Tyrosyl-DNA phosphodiesterase 2 (Homo sapiens), O95551. T5PNP hydrolysis, p-nitrophenol absorbance 415 nm. inhibition, % at 12.8 µM. 370,000 compounds, 0.34% hits. AID 720702, 2013;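 active means inhibition above the mean of all tested compounds plus 3 SD, set per campaign, cut at about 25% in these data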;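 further: 0% = DMSO with enzyme and 100% = buffer with substrate but no TDP2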
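Test system: Human TDP2 enzyme | Reagent: 5 mM T5PNP | Compound dosing: 12.8 µM single point, 1% DMSO | Incubation: Enzyme reaction with compound for 2 h at 37 °C | Technique: p-Nitrophenol epi absorbance | Read-out: % inhibition relative to enzyme-containing and enzyme-free wells | Benchmarks: High control without enzyme, low control DMSO plus TDP2 | Replicates: Singlicate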
Tn6 DDE FP = inhibitors of Tn6 peptide binding to fibrin DD(E), primary screen, biochemical, fluorescence polarization, human fibrin, Tn6 probe. Fibrin DD(E) TRITC-Tn6 fluorescence polarization displacement. AID 720509, 2013. 370,000 compounds, 0.21% hits. Fibrinogen beta chain (Homo sapiens), P02675. inhibition, % at 8.3 µM;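 active means inhibition above a per-campaign cutoff: mean of compounds within control limits plus 3 SD, cut at about 15% in these data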;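 further: 0% = median of all compound wells on the plate and 100% = blocking peptide control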
PRMT1 inh = PRMT1 methyltransferase inhibitors, primary screen, biochemical, fluorescence polarization | Protein arginine N-methyltransferase 1 (Homo sapiens), Q99873 | recombinant PRMT1, activity-based probe fluorescence polarization | inhibition, % at 2.79 µM | 370,000 compounds, 1.3% hits | AID 652257, 2013;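 active means inhibition above about 21% made by adding two undisclosed values, limit read from the data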
Target sequence (Q99873 whole entry, looked up): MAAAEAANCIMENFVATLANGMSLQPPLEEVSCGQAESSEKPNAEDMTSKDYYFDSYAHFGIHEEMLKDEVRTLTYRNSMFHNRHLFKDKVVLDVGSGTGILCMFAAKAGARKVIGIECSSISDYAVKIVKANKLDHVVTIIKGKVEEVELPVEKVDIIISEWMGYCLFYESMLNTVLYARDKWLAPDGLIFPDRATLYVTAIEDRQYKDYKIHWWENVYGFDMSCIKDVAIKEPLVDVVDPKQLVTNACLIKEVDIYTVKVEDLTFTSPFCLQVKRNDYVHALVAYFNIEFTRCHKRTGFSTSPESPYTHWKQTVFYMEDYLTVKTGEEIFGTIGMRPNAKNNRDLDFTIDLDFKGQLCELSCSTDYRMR
SIAE primary = human SIAE inhibitors, primary screen, biochemical, fluorescence polarization, FP-Rh probe, 1536-well HTS. AID 1053197, 2014. SIAE FP-Rh probe binding. inhibition, % at 9.66 µM. 370,000 compounds, 0.69% hits. Sialate O-acetylesterase (Homo sapiens), Q9HAT2;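 active means inhibition above a cutoff: mean of compounds within the control limits plus 3 SD of those, cut at about 17% in these data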;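 further: 0% = plate median of compound wells and 100% = probe without SIAE protein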
TCR CD3 inh = inhibitors of human TCR-CD3 interaction, primary screen, biochemical, fluorescence, TAMRA-labeled TCR probe. T-cell receptor (TCR). inhibition, % at 9.4 µM. 360,000 compounds, 0.37% hits. AID 651800, 2012; in the data active means inhibition above about 19%;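 further: recombinant mutant TCR 2C K166C tagged with TAMRA read by polarization; 0% = receptor in buffer alone and 100% = receptor with positive control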
KLK7 zymogen act = proKLK7 zymogen activators, primary screen, biochemical, fluorescence intensity; Kallikrein-7 (Homo sapiens), P49862; purified proKLK7, EDANS-DABCYL substrate fluorescence; 100% is mature enzyme control, 0% vehicle; activation, % at 7 µM; 370,000 compounds, 0.9% hits; AID 652039, 2013;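 active means activation above the mean of all tested compounds plus 3 SD, computed per campaign excluding outliers beyond control limits, cut at about 13% in these data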
Target sequence (P49862 whole entry, looked up): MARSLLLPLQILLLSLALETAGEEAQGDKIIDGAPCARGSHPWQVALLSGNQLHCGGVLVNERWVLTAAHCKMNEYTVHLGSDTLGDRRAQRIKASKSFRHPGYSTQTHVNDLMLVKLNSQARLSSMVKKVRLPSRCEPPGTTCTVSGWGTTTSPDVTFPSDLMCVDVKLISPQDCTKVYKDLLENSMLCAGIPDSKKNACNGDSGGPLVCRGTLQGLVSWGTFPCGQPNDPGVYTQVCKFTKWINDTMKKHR
LEDGF integ inh = blockers of LEDGF/p75-dependent integrase strand transfer – biochemical, TR-FRET, high throughput, primary screen. TR-FRET IN-LEDGF/p75 DNA integration, Eu/Cy5. 370,000 compounds, 0.64% hits. inhibition, % at 3.7 µM;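 active means inhibition above the screen-wide mean plus 3 SD, cut at about 13% in these data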;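 further: signal is the Cy5 over europium emission ratio at 671 and 618 nm; 0% = plate median of compound wells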
MBD2 DNA inh = inhibitors of MBD2 binding to methylated DNA, primary screen, biochemical, TR-FRET, DNA-binding domain, human. Methyl-CpG-binding domain protein 2 (Homo sapiens), Q9UBB5. MBD2 binding to methylated oligonucleotide. inhibition, % at 4.4 µM. 370,000 compounds, 0.31% hits; in the data active means inhibition above about 13%
Target sequence (Q9UBB5 whole entry, looked up, the tested form may be a part): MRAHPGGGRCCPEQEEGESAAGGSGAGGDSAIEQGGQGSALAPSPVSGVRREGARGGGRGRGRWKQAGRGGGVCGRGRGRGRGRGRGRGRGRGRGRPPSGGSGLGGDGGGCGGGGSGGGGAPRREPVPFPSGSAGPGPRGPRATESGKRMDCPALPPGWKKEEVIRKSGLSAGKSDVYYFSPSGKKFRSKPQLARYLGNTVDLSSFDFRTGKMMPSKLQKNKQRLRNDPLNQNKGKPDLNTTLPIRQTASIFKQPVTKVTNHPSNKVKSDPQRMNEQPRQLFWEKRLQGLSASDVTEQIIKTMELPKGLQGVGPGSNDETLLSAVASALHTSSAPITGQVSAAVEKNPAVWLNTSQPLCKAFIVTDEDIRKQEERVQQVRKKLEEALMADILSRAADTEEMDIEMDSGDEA
DDE Tn7 FP inh = inhibitors of Tn7 peptide binding to fibrin DD(E), primary screen, biochemical, fluorescence polarization, human fibrin, Tn7 probe. Fibrinogen beta chain (Homo sapiens), P02675. FP displacement of FITC-Tn7 peptide from fibrin DD(E); 0% = median of compound wells per plate. inhibition, % at 8.3 µM. 370,000 compounds, 0.13% hits;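 active means inhibition above the mean of compounds falling within the control limits plus 3 SD of them, cut at about 14% in these data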;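 further: 0% = plate median of compound wells and 100% = 10 µM Aha-Tn7 peptide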
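Assay system: human fibrin DD(E). Input: DD(E) 2 µM final. Medium: Tris buffer with calcium and detergent, pH 7.8. Compound dosing: single point at 8.3 µM. Timing: 10 min plus 3 h, room temperature. Technique: fluorescence polarization of the labelled Tn7 tracer. Read-out: percent inhibition. Replicates: singlicate testing.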
* marks the source's active call; other numbers are inactive results. Not a hit list. Share with any hit: about 4.6%.

For Cc1ccc(CNC(=O)O[C@H]2CC[C@@]34CCCN3C(=O)CCC[C@H]4[C@H]2C)o1 the results were UHRF1 MBD2 ctr 1, TDP2 inh 1, Tn6 DDE FP 4, PRMT1 inh 11, SIAE primary -3, LEDGF integ inh 1, MBD2 DNA inh 1 and DDE Tn7 FP inh 1.
For COc1ccc(CCNC(=O)C(C(=O)c2ccccc2)n2ccccc2=O)cc1OC (centres undefined) the results were UHRF1 MBD2 ctr -3, TDP2 inh -11, Tn6 DDE FP -4, PRMT1 inh 0, SIAE primary -7, TCR CD3 inh 3, KLK7 zymogen act -0.2, LEDGF integ inh -1, MBD2 DNA inh 1 and DDE Tn7 FP inh 9.
`O=C(NCc1ccccc1)[C@@H]1CCCN1C(=O)[C@H]1CCCN1C(=O)c1ccc(Cl)c(Cl)c1` gave UHRF1 MBD2 ctr -1, TDP2 inh 11, Tn6 DDE FP 3, PRMT1 inh -3, SIAE primary 9, TCR CD3 inh 3, KLK7 zymogen act 0.1, LEDGF integ inh -4, MBD2 DNA inh 0 and DDE Tn7 FP inh 6.
`CC(=O)Nc1ccc(-c2csc(NC(=O)CCCc3cccs3)n2)cc1` gave UHRF1 MBD2 ctr 0, TDP2 inh 1, Tn6 DDE FP -3, PRMT1 inh -3, SIAE primary 0, TCR CD3 inh 7, KLK7 zymogen act 0.2, LEDGF integ inh 2, MBD2 DNA inh 2 and DDE Tn7 FP inh -10.
Screening N/C(=N\OC(=O)Oc1ccccc1)c1cccc([N+](=O)[O-])c1 returned UHRF1 MBD2 ctr 0, TDP2 inh 10, Tn6 DDE FP -6, PRMT1 inh 0, SIAE primary -2, TCR CD3 inh -6, KLK7 zymogen act 0.2, LEDGF integ inh -2, MBD2 DNA inh 4 and DDE Tn7 FP inh 3.
Screening COc1ccc(C2=NOC(C(=O)Nc3cc(C)nn3-c3ccccc3)C2)cc1OC (centres undefined) returned UHRF1 MBD2 ctr 0, TDP2 inh -14, Tn6 DDE FP -5, PRMT1 inh -5, SIAE primary -8, TCR CD3 inh 0, KLK7 zymogen act -0.3, LEDGF integ inh 5, MBD2 DNA inh -6 and DDE Tn7 FP inh -7.
Screening COc1cccc(OCC(O)CN2CCN(c3ccccn3)CC2)c1 (centres undefined) returned UHRF1 MBD2 ctr 3, TDP2 inh -2, Tn6 DDE FP -1, PRMT1 inh 1, SIAE primary 4, TCR CD3 inh 2, KLK7 zymogen act 0.2, LEDGF integ inh -2, MBD2 DNA inh 4 and DDE Tn7 FP inh 6.
`CCOC(=O)C1=CCN(S(=O)(=O)c2ccc(Br)cc2)C1c1cccc(Cl)c1` (centres undefined) gave UHRF1 MBD2 ctr -2, TDP2 inh 5, Tn6 DDE FP -4, PRMT1 inh 8, SIAE primary -4, TCR CD3 inh 1, KLK7 zymogen act -0.3, LEDGF integ inh -3, MBD2 DNA inh 1 and DDE Tn7 FP inh 4.
For CN1CCN(S(=O)(=O)c2ccc(N3CCN(C(c4ccccc4)c4ccccc4)CC3)nc2)CC1 the results were UHRF1 MBD2 ctr 1, TDP2 inh -3, Tn6 DDE FP -11, PRMT1 inh 3, SIAE primary 2, TCR CD3 inh 1, KLK7 zymogen act 0.6, LEDGF integ inh 3, MBD2 DNA inh -2 and DDE Tn7 FP inh -4.
For CC(=O)N(Cc1ccccc1)c1c(N)nc(N)[nH]c1=O the results were TDP2 inh 12, Tn6 DDE FP 0, PRMT1 inh -3, SIAE primary 2, TCR CD3 inh 11, KLK7 zymogen act 0.7, LEDGF integ inh -1, MBD2 DNA inh 2 and DDE Tn7 FP inh 3.
`CCN1CCN(c2cc(C)c3cc(NC(=O)c4ccc(OC)c(OC)c4)ccc3n2)CC1` gave UHRF1 MBD2 ctr -3, TDP2 inh -8, Tn6 DDE FP -14, PRMT1 inh -1, SIAE primary 9, TCR CD3 inh 2, KLK7 zymogen act -0.4, LEDGF integ inh 2, MBD2 DNA inh 3 and DDE Tn7 FP inh -4.
Screening COc1cccc(-c2cnc(C(O)c3cccc(CN4CCCCC4)c3)[nH]2)c1 (centres undefined) returned UHRF1 MBD2 ctr -1, TDP2 inh -14, Tn6 DDE FP 2, PRMT1 inh -5, SIAE primary -5, TCR CD3 inh -3, KLK7 zymogen act 0.2, LEDGF integ inh 0, MBD2 DNA inh 2 and DDE Tn7 FP inh -5.
For O=C(CN1C(=O)C2(OCCO2)c2ccccc21)c1ccc(Cl)cc1 the results were UHRF1 MBD2 ctr -4, TDP2 inh 3, Tn6 DDE FP 1, PRMT1 inh -2, SIAE primary -1, TCR CD3 inh 9, KLK7 zymogen act -0.3, LEDGF integ inh 4, MBD2 DNA inh -1 and DDE Tn7 FP inh 6.
COc1ccc(N(Cc2ccccc2)C(=O)CSc2nnc(Cn3nnc4ccccc43)o2)cc1 was read as UHRF1 MBD2 ctr -4, TDP2 inh -3, Tn6 DDE FP 3, PRMT1 inh -3, SIAE primary 1, TCR CD3 inh -1, KLK7 zymogen act 0.6, LEDGF integ inh 2, MBD2 DNA inh -8 and DDE Tn7 FP inh 2.
COc1cccc(C2c3c(oc4ccc(Cl)cc4c3=O)C(=O)N2c2cc(C)on2)c1OC (centres undefined) was read as UHRF1 MBD2 ctr -2, TDP2 inh -3, Tn6 DDE FP 0, PRMT1 inh -2, SIAE primary -2, TCR CD3 inh 6, KLK7 zymogen act 0.2, LEDGF integ inh -1, MBD2 DNA inh 0 and DDE Tn7 FP inh 2.
`COC(=O)c1ccc(C2=NOC(C)(c3nnc(Cc4ccccc4)o3)C2)cc1` (centres undefined) gave UHRF1 MBD2 ctr 1, TDP2 inh -7, Tn6 DDE FP 6, PRMT1 inh -2, SIAE primary 9, TCR CD3 inh -1, KLK7 zymogen act 0.1, LEDGF integ inh 3, MBD2 DNA inh 1 and DDE Tn7 FP inh 7.
`COc1ccc(NC(=O)Cc2c[nH]c3ccccc23)cc1S(=O)(=O)N1CCCCC1` gave UHRF1 MBD2 ctr -1, TDP2 inh -4, Tn6 DDE FP -2, PRMT1 inh -1, SIAE primary 2, TCR CD3 inh 3, KLK7 zymogen act 0.2, LEDGF integ inh -1, MBD2 DNA inh 3 and DDE Tn7 FP inh 4.
Screening Cc1ccc(CN2C(=O)CCC2C(=O)N2CCN(c3ccc(F)cc3)CC2)cc1 (centres undefined) returned UHRF1 MBD2 ctr 1, TDP2 inh -4, Tn6 DDE FP 4, PRMT1 inh 0, SIAE primary 6, TCR CD3 inh 3, KLK7 zymogen act 0.2, LEDGF integ inh 1, MBD2 DNA inh -2 and DDE Tn7 FP inh 6.
Screening O=C(OC1Cn2c(=O)ccc(=O)n2C1)c1ccccc1 returned UHRF1 MBD2 ctr -3, TDP2 inh -18, Tn6 DDE FP 5, PRMT1 inh -2, SIAE primary 6, TCR CD3 inh 18, KLK7 zymogen act -0.2, LEDGF integ inh -4, MBD2 DNA inh -4 and DDE Tn7 FP inh 8.
`COCCN(Cc1ccccc1)C(=O)c1ccc2c(c1)NC(=O)CS2` gave UHRF1 MBD2 ctr 3, TDP2 inh 2, Tn6 DDE FP 0, PRMT1 inh -2, SIAE primary 4, TCR CD3 inh -8, KLK7 zymogen act 0.1, LEDGF integ inh 6, MBD2 DNA inh 0 and DDE Tn7 FP inh 5.
`O=C(NCc1ccc(Cl)cc1)N1CCc2ccccc2C1` gave UHRF1 MBD2 ctr 1, TDP2 inh -9, Tn6 DDE FP 4, PRMT1 inh -4, SIAE primary -3, TCR CD3 inh 8, KLK7 zymogen act -0.1, LEDGF integ inh -2, MBD2 DNA inh 1 and DDE Tn7 FP inh 4.
CCOC(=O)N1CCN(C(=O)c2cn(CCOC)c(=O)c3c2c2ccccc2n3C)CC1 was read as UHRF1 MBD2 ctr 0, TDP2 inh 9, Tn6 DDE FP 4, PRMT1 inh -1, SIAE primary -1, TCR CD3 inh 0, KLK7 zymogen act 0.1, LEDGF integ inh 1, MBD2 DNA inh 0 and DDE Tn7 FP inh -3.
Screening O=C(Cc1c[nH]c2ccccc12)N/N=C/c1ccc(F)cc1 returned UHRF1 MBD2 ctr -1, TDP2 inh -2, Tn6 DDE FP 4, PRMT1 inh 0, SIAE primary 1, TCR CD3 inh 5, KLK7 zymogen act -0.4, LEDGF integ inh -2, MBD2 DNA inh 3 and DDE Tn7 FP inh 2.
Screening Cc1cccnc1-n1c(CCN2C(=O)c3ccccc3C2=O)nc2ccccc2c1=O returned UHRF1 MBD2 ctr -3, TDP2 inh 1, Tn6 DDE FP -6, PRMT1 inh -1, SIAE primary -2, TCR CD3 inh 5, KLK7 zymogen act 0.5, LEDGF integ inh 1, MBD2 DNA inh 2 and DDE Tn7 FP inh 0.
Screening COc1ccc2[nH]c(=O)c(CN(CCN3CCCC3)C(=O)Nc3ccccc3Cl)cc2c1 returned UHRF1 MBD2 ctr -2, TDP2 inh 3, Tn6 DDE FP 9, PRMT1 inh -3, SIAE primary 3, TCR CD3 inh 4, KLK7 zymogen act 1.8, LEDGF integ inh 3, MBD2 DNA inh -7 and DDE Tn7 FP inh 6.
`O=C(CSc1nnc(CNC(=O)c2c(F)cccc2F)o1)NCc1ccccc1Cl` gave UHRF1 MBD2 ctr 1, TDP2 inh 5, Tn6 DDE FP -6, PRMT1 inh -3, SIAE primary -4, TCR CD3 inh 0, KLK7 zymogen act 0.2, LEDGF integ inh 3, MBD2 DNA inh -3 and DDE Tn7 FP inh -6.
